Screens deposited in PubChem BioAssay by Broad Institute.
GASC1 inh – inhibitors of GASC-1 (KDM4C) histone demethylase, primary screen, biochemical, single concentration HTS. inhibition, % at 12.5 µM. AID 720574, 2013. 0.15% of 96,000 active. GST-KDM4C 2-372, H3K9me3 peptide, LANCE TR-FRET. Lysine-specific demethylase 4C (Homo sapiens), Q9H3R0;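 active = mean replicate inhibition above about 25%, with at least 55% of replicates also reaching it, limit read from the data, passing the limit was not always enough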
Target sequence (Q9H3R0 2-372 limits assumed): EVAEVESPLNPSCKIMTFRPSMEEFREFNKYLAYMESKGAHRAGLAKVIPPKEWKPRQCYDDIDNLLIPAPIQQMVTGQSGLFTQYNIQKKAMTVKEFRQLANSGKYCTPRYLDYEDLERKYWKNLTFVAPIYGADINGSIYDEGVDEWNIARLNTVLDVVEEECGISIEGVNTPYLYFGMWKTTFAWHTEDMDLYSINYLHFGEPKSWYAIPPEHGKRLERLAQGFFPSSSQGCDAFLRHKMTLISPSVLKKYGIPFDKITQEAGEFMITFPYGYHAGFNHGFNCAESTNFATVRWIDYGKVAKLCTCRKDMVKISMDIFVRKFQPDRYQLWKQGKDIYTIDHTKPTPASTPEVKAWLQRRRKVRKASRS
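Test system: N-terminal GST-fused human GASC-1 (KDM4C) fragment, residues 2-372; quantity: GASC-1 enzyme at 10 nM final in reaction; dosing: single dose; schedule: 30 min demethylation and 1 h detection at room temperature; signal: LANCE TR-FRET, excitation 340 nm, emissions 618 and 671 nm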
T cruzi growth – T. cruzi intracellular proliferation inhibitors, primary screen, cell-based, beta-gal Tulahuen parasites, NIH3T3 host, luminescence; 5.9% of 77,000 active; inhibition, % at 8.34 µM; T. cruzi beta-gal in NIH3T3, GalScreen luminescence, 90 h;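 active = mean inhibition above about 93%, with at least 55% of replicates each passing it, limit read from the data, passing the limit was not always enough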
Pf Dd2 growth – P. falciparum Dd2 growth inhibitors, primary screen, SYBR Green fluorescence, single dose replicates. activity change, % at 10 µM. 2.3% of 94,000 active. 72 h; active compounds read low. AID 1159554, 2015; in the data active = activity change below about -80%
C diff growth – C. difficile growth inhibitors, primary screen, HTS; Clostridium difficile clinical isolate growth, OD600, 24 h; active compounds read low; growth activity, negative = inhibition, % at 16 µg/mL (by protocol); AID 1259249, 2017; 0.25% of 86,000 active;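 active = mean growth activity at or below -80% and every replicate also at or below -80%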;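 note: 0% = DMSO wells and -100% = levofloxacin 16 µg/mL wells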
Numbers without * were called inactive; . = no result given; & = joins results of further samples.

#	compound	GASC1 inh	C diff growth	T cruzi growth	Pf Dd2 growth
1	COc1ccc(NC(=O)Nc2cccc3c2O[C@@H](CN(C)Cc2ccc(C(=O)O)cc2)[C@H](C)CN([C@@H](C)CO)C3=O)cc1	3.7	1	33	22
2	CCC(=O)N1CCCCN2[C@H](CO)[C@H](c3ccc(-c4ccc(F)cc4)cc3)[C@H]2C1	-0.1	4	93	-5
3	CC(C)(O)C#Cc1ccc([C@H]2[C@H]3CN(C(=O)c4ccncc4)CCCCN3[C@H]2CO)cc1	1.7	3	22	36
4	Cc1cccc(S(=O)(=O)N2CCCCN3[C@H](CO)[C@H](c4ccc(-c5ccccc5)cc4)[C@@H]3C2)c1	.	6	116*	10
5	CN(C)C(=O)c1ccc(-c2ccc([C@@H]3[C@@H](CO)N4CCCCN(S(C)(=O)=O)C[C@@H]34)cc2)cc1	-2.3	4	-5	9
6	C[C@H](NC(=O)C[C@@H]1C[C@H]2c3cc(NC(=O)Nc4ccc(C(F)(F)F)cc4)ccc3O[C@H]2[C@@H](CO)O1)c1ccccc1	-0.5	13	58	5
7	C[C@H]1CN([C@@H](C)CO)C(=O)c2cc(C#Cc3cccnc3)cnc2O[C@H]1CN(C)C	16	-5	.	6
8	CN1CCCCN2[C@H](C1)[C@H](c1ccc(Br)cc1)[C@@H]2CO	-0.5	1	86	35
9	O=C(CCN1CCCCC1)NCC[C@@H]1CC[C@@H](NC(=O)Nc2ccc(Cl)cc2)[C@H](CO)O1	0.3	0	-8	-13
10	Cc1cccc(S(=O)(=O)N2CC[C@@H]3[C@H](CO)N(C)c4ccc(C#Cc5ccc(F)cc5)cc4[C@@H]32)c1	.	-98*	0	-72
11	C[C@@H]1CN([C@@H](C)CO)C(=O)c2cccc(NS(C)(=O)=O)c2O[C@H]1CN(C)Cc1ccc(-c2ccccc2)cc1	6.0	14	44	-32
12	C[C@@H]1CN([C@H](C)CO)C(=O)c2cc(-c3ccc(F)cc3)cnc2O[C@H]1CN(C)C(=O)c1cccnc1	0.3	0	-225	-5
13	COc1ccc2c3c([nH]c2c1)[C@@H](CO)N(C)CC31CCN(C(=O)Nc2c(C)noc2C)CC1	0.2	-5	.	26
14	CC(C)(C)[S@](=O)N1Cc2cc(C(=O)N3CCCCC3)nc(-c3cccc(-c4cccc(C#N)c4)c3)c2[C@@H]1CCO	-1.1	.	78	-3
15	C[C@H](CO)N1C[C@H](C)[C@H](CN(C)Cc2ccc(C(=O)O)cc2)OCCCC[C@H](C)Oc2ccc(NC(=O)NC3CCCCC3)cc2C1=O	-0.4	-1	-13	24
16	Cc1ccc(S(=O)(=O)Nc2cccc3c2O[C@H](CN(C)Cc2ccc(C(F)(F)F)cc2)[C@H](C)CN([C@H](C)CO)C3=O)cc1	3.5	14	90	-36
17	O=C(C[C@@H]1C[C@H]2c3cc(NC(=O)c4ccc5c(c4)OCO5)ccc3O[C@H]2[C@@H](CO)O1)NCc1ccc(Cl)cc1	4.4	-23	23	-16
18	C[C@@H]1CN([C@H](C)CO)C(=O)c2cc(NC(=O)Cc3cn(C)c4ccccc34)ccc2O[C@@H]1CN(C)Cc1ccc2c(c1)OCO2	0.7	2	.	6
19	Cc1ccc(S(=O)(=O)N[C@@H]2CC[C@@H](CCNC(=O)c3ccccc3F)O[C@@H]2CO)cc1	6.4	.	2	-10
20	CC=Cc1ccc2n(c1=O)C[C@@H]1[C@@H](CO)[C@H](C(=O)NC3Cc4ccccc4C3)N(CC3CCCC3)[C@H]21 (mixture of isomers)	1.3	31	.	36
21	CO[C@H]1CN(C)C(=O)c2cc(NC(=O)C3CCOCC3)ccc2OC[C@@H](C)NC[C@@H]1C	8.2	.	-26	36
22	O=C(C[C@H]1CC[C@@H]2[C@H](COC[C@H](O)CN2C(=O)c2cccnc2)O1)NCc1ccc(-c2ccccc2)cc1	-1.0	.	5	-7
23	CO[C@@H]1CN(C)C(=O)c2ccc(NS(C)(=O)=O)cc2OC[C@@H](C)N(Cc2nccs2)C[C@@H]1C	2.0	.	7	1
24	COc1ccccc1C(=O)Nc1ccc2c(c1)C(=O)N(C)C[C@H](OC)[C@@H](C)CN[C@@H](C)CO2	0.5	.	-38	11
25	CN(C)c1ccc2c(c1)[C@H]1C[C@@H](CC(=O)NCc3cccc(F)c3)O[C@@H](CO)[C@H]1O2	7.0	-2	-25	17
26	COc1ccc(S(=O)(=O)Nc2ccc3c(c2)CC(=O)N([C@@H](C)CO)C[C@H](C)[C@H](CN(C)C(=O)NC(C)C)O3)cc1	-1.4	1	9	3
27	O=C(C[C@H]1C=C[C@@H](NC(=O)C2CC2)[C@@H](CO)O1)NCC1CC1	0.2	-2	.	2
28	C[C@H]1CN([C@@H](C)CO)C(=O)c2cc(NC(=O)Nc3ccc(C(F)(F)F)cc3)ccc2O[C@@H]1CN(C)S(=O)(=O)c1ccc(Cl)cc1	-1.9	-2	74	-12
29	COc1ccccc1NC(=O)N[C@@H]1CC[C@@H](CCn2cc(-c3ccccc3)nn2)O[C@H]1CO	1.2	-13	26	-27
30	C[C@H](NC(=O)C[C@H]1CC[C@H]2[C@@H](COC[C@@H](O)CN2C(=O)Nc2cc(Cl)cc(Cl)c2)O1)c1ccccc1	-0.5	.	40	2

As entered above:
Entry of cpd 27 under Pf Dd2 growth: 2
Entry of cpd 21 under T cruzi growth: -26
Entry of cpd 26 under GASC1 inh: -1.4
Entry of cpd 23 under Pf Dd2 growth: 1
Entry of cpd 22 under GASC1 inh: -1.0
Entry of cpd 29 under T cruzi growth: 26

(more compounds)
#	compound	GASC1 inh	C diff growth	T cruzi growth	Pf Dd2 growth
31	C[C@@H]1CN([C@H](C)CO)C(=O)c2cc(NC(=O)Cc3ccccc3)ccc2O[C@@H]1CN(C)S(=O)(=O)c1ccc(F)cc1	16	0	15	-7
32	CCC(=O)N[C@H]1CC[C@H](CC(=O)OC)O[C@H]1CO	-0.1	.	-53	22
33	O=C([C@H]1[C@H](CO)[C@H]2Cn3c(ccc(-c4cccnc4)c3=O)[C@@H]1N2Cc1ccncc1)N1CCOCC1	3.2	0	42	10
34	COc1ccc(NC(=O)N(C)C[C@@H]2Oc3c(NC(=O)c4ccncc4)cccc3C(=O)N([C@H](C)CO)C[C@H]2C)cc1	-0.1	-3	-10	5
35	CCc1nc(N2[C@H](CO)[C@H](c3ccccc3-c3ccccc3F)[C@@H]2C#N)sc1C	-1.7	-2	.	-71
36	CC(C)NC(=O)N1[C@H](CO)[C@@H]2c3ccccc3N(C(=O)C3CC3)C[C@@H]21	-0.4	0	12	-6
37	C[C@@H]1CCCCO[C@@H](CN(C)CC2CCCCC2)[C@H](C)CN([C@H](C)CO)C(=O)c2cc(NC(=O)Nc3cccc4ccccc34)ccc2O1	-2.2	7	120	-89*
38	Cc1cccc(S(=O)(=O)N2C[C@H](O)COC[C@@H]3O[C@@H](CC(=O)Nc4ccccc4)CC[C@H]32)c1	-1.2	9	26	-6
39	C[C@@H]1CN([C@H](C)CO)C(=O)c2cc(-c3cncnc3)cnc2O[C@H]1CN(C)Cc1ccc(Oc2ccccc2)cc1	-0.9	.	.	-35
40	CCCC(=O)Nc1ccc2c(c1)C(=O)N(C)C[C@@H](OC)[C@@H](C)CN(C(=O)c1cccnc1)[C@H](C)CO2	0.9	.	13	9
41	COc1ccc(NC(=O)N(C)C[C@@H]2Oc3cc(-c4ccncc4)ccc3S(=O)(=O)N([C@@H](C)CO)C[C@@H]2C)cc1	-0.7	6	48	-45
42	C[C@H](CO)N1C[C@H](C)[C@@H](CN(C)S(=O)(=O)c2ccccc2)Oc2ccc(NC(=O)Cc3ccccc3)cc2C1=O	-1.1	-2	7	-50
43	C[C@H]1CN([C@@H](C)CO)C(=O)c2cc(NC(=O)Cc3ccccc3)ccc2O[C@H]1CN(C)C(=O)Nc1ccc(F)cc1	-0.2	-4&-6	.	0
44	O=C(C[C@@H]1CC[C@@H]2[C@H](COC[C@@H](O)CN2S(=O)(=O)c2ccc(Cl)cc2)O1)N[C@@H]1CCN(Cc2ccccc2)C1	-0.8	.	74	-17
45	CCCNC(=O)N1C[C@@H](O)COC[C@@H]2O[C@@H](CC(=O)O)CC[C@H]21	1.1	5&-4	14	42
46	COc1ccc(S(=O)(=O)Nc2cccc3c2O[C@@H](CN(C)S(=O)(=O)c2ccc(Cl)cc2)[C@H](C)CN([C@@H](C)CO)C3=O)cc1	-0.8	3	26	-9
47	CCCNC(=O)C[C@H]1CC[C@H]2[C@H](COc3ccc(NS(=O)(=O)CC)cc3C(=O)N2C)O1	-0.6	9	5	-6
48	COc1ccc(S(=O)(=O)Nc2ccc3c(c2)C(=O)N([C@H](C)CO)C[C@@H](C)[C@H](CN(C)S(=O)(=O)c2ccc(C)cc2)OCCCC[C@H](C)O3)cc1	-2.1	.	.	-69
49	C[C@H](CO)N1C[C@H](C)[C@H](CN(C)C(=O)NC2CCCCC2)Oc2c(NS(=O)(=O)c3cn(C)cn3)cccc2C1=O	-0.7	3	-86	13
50	COc1ccc(-c2ccc(C3[C@H]4CNC[C@@H]3N4Cc3cc(OC)cc(OC)c3)cc2)cc1 (stereo partly drawn)	-0.9&1.9	9&20	.	-70&-30
51	C[C@@H]1CN([C@@H](C)CO)C(=O)c2cc(-c3cccc(C(=O)N(C)C)c3)cnc2O[C@@H]1CN(C)S(=O)(=O)c1cccc(F)c1	-0.1	8	-85	-3
52	COC(=O)C[C@@H]1CC[C@H]2[C@H](COc3ccc(NC(=O)Nc4c(C)noc4C)cc3C(=O)N2C)O1	3.9	0	7	18
53	O=C(C[C@@H]1C[C@H]2c3cc(NS(=O)(=O)c4ccc(F)cc4)ccc3O[C@H]2[C@@H](CO)O1)NCCN1CCCCC1	0.0	-8	18	-18
54	Cc1ccc(S(=O)(=O)N(C)C[C@H]2Oc3ccc(NS(C)(=O)=O)cc3CC(=O)N([C@@H](C)CO)C[C@@H]2C)cc1	-0.2	1	29	-35
55	CCNC(=O)C[C@H]1CC[C@@H]2[C@H](COc3ccc(NC(=O)c4ccc5c(c4)OCO5)cc3C(=O)N2C)O1	0.0	15	-5	-20
56	O=C(NCC[C@@H]1CC[C@@H](NS(=O)(=O)c2cccc(Cl)c2)[C@@H](CO)O1)c1cnccn1	-0.1	-4	-31	14
57	C[C@@H]1CN([C@@H](C)CO)C(=O)Cc2cc(NC(=O)Nc3ccc(C(F)(F)F)cc3)ccc2O[C@@H]1CN(C)Cc1ccc(Cl)c(Cl)c1	-0.4	-1	29	-37
58	C/C=C/c1ccc(C2[C@H]3CNC[C@@H]2N3Cc2ccc3c(c2)OCO3)cc1 (stereo partly drawn)	0.0&0.2	6&-5	.	-28&-24
59	CCS(=O)(=O)Nc1ccc2c(c1)C(=O)N(C)[C@H]1CC[C@@H](CC(=O)NCCCN3CCOCC3)O[C@H]1CO2	-1.8	-1	13	4
60	Cc1noc(C)c1NC(=O)N(C)C[C@@H]1Oc2c(NC(=O)Nc3ccc4c(c3)OCO4)cccc2C(=O)N([C@H](C)CO)C[C@@H]1C	1.3	4	87	6
61	C/C=C/c1ccc([C@@H]2[C@H]3CN(CCC(F)(F)F)CCCCN3[C@H]2CO)cc1	-1.5	1	38	-14
62	CC(=O)N1[C@H](CO)[C@@H]2c3ccccc3N(S(=O)(=O)c3cccc(C)c3)C[C@@H]21	0.2	2	11	2
63	C[C@H]1CN([C@@H](C)CO)C(=O)Cc2cc(NC(=O)CCCN(C)C)ccc2O[C@@H]1CN(C)S(=O)(=O)c1ccccc1	-0.6	1	5	5
64	O=S(=O)(c1cccs1)N1CCCCN2[C@H](CO)[C@H](c3ccc(C4=CCCC4)cc3)[C@@H]2C1	-0.6	5	93	11
65	C[C@H](CO)N1C[C@H](C)[C@@H](CN(C)C(=O)Nc2cccc3ccccc23)OCCCC[C@H](C)Oc2ccc(NC(=O)Nc3ccc(C(F)(F)F)cc3)cc2C1=O	-0.1	-1	50	-18
66	Cc1ccc(S(=O)(=O)N(C)C[C@H]2OCCCC[C@H](C)Oc3ccc(NC(=O)C4CCCCC4)cc3C(=O)N([C@@H](C)CO)C[C@@H]2C)cc1	-1.2	.	26	-82*

Part of the list above, field by field.
#62 CC(=O)N1[C@H](CO)[C@@H]2c3ccccc3N(S(=O)(=O)c3cccc(C)c3)C[C@@H]21
  GASC1 inh = 0.2 | C diff growth = 2 | T cruzi growth = 11 | Pf Dd2 growth = 2
#66 Cc1ccc(S(=O)(=O)N(C)C[C@H]2OCCCC[C@H](C)Oc3ccc(NC(=O)C4CCCCC4)cc3C(=O)N([C@@H](C)CO)C[C@@H]2C)cc1
  GASC1 inh = -1.2 | C diff growth = . | T cruzi growth = 26 | Pf Dd2 growth = -82*
#64 O=S(=O)(c1cccs1)N1CCCCN2[C@H](CO)[C@H](c3ccc(C4=CCCC4)cc3)[C@@H]2C1
  GASC1 inh = -0.6 | C diff growth = 5 | T cruzi growth = 93 | Pf Dd2 growth = 11
#63 C[C@H]1CN([C@@H](C)CO)C(=O)Cc2cc(NC(=O)CCCN(C)C)ccc2O[C@@H]1CN(C)S(=O)(=O)c1ccccc1
  GASC1 inh = -0.6 | C diff growth = 1 | T cruzi growth = 5 | Pf Dd2 growth = 5

Rows are unselected; 6.8% or so of the library scored in one or more.
